Source: PubChem BioAssay
p97 ATPase inh: blocks human p97 ATPase activity. recombinant p97 ATPase, Kinase-Glo ATP luminescence, 3 h. inhibition, % at 8 µM. AID 1481. 220,000 compounds, 0.42% hits; in the data active = inhibition above about 15%;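 note: 0% = DMSO vehicle and 100% = wells lacking enzyme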
eIF4E 4G PPI: inhibitors of eIF4E and eIF4G interaction in translation initiation | 220,000 compounds, 0.37% hits | TR-FRET eIF4E-eIF4GI(517-606) binding, 2 h | inhibition, % at 21.7 µM;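 active = inhibition above about 30%, limit read from the data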;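 note: 0% = full FRET control wells and 100% = background wells lacking eIF4GI fragment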
Target sequence (P63073 whole entry, looked up, the tested form may be a part): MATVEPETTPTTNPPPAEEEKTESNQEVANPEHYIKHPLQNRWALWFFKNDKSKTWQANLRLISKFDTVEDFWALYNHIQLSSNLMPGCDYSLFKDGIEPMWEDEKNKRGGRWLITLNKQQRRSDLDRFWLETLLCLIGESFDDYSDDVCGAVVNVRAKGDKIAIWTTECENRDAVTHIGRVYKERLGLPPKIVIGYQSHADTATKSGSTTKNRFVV
Target sequence (Q04637 whole entry, looked up, the tested form may be a part): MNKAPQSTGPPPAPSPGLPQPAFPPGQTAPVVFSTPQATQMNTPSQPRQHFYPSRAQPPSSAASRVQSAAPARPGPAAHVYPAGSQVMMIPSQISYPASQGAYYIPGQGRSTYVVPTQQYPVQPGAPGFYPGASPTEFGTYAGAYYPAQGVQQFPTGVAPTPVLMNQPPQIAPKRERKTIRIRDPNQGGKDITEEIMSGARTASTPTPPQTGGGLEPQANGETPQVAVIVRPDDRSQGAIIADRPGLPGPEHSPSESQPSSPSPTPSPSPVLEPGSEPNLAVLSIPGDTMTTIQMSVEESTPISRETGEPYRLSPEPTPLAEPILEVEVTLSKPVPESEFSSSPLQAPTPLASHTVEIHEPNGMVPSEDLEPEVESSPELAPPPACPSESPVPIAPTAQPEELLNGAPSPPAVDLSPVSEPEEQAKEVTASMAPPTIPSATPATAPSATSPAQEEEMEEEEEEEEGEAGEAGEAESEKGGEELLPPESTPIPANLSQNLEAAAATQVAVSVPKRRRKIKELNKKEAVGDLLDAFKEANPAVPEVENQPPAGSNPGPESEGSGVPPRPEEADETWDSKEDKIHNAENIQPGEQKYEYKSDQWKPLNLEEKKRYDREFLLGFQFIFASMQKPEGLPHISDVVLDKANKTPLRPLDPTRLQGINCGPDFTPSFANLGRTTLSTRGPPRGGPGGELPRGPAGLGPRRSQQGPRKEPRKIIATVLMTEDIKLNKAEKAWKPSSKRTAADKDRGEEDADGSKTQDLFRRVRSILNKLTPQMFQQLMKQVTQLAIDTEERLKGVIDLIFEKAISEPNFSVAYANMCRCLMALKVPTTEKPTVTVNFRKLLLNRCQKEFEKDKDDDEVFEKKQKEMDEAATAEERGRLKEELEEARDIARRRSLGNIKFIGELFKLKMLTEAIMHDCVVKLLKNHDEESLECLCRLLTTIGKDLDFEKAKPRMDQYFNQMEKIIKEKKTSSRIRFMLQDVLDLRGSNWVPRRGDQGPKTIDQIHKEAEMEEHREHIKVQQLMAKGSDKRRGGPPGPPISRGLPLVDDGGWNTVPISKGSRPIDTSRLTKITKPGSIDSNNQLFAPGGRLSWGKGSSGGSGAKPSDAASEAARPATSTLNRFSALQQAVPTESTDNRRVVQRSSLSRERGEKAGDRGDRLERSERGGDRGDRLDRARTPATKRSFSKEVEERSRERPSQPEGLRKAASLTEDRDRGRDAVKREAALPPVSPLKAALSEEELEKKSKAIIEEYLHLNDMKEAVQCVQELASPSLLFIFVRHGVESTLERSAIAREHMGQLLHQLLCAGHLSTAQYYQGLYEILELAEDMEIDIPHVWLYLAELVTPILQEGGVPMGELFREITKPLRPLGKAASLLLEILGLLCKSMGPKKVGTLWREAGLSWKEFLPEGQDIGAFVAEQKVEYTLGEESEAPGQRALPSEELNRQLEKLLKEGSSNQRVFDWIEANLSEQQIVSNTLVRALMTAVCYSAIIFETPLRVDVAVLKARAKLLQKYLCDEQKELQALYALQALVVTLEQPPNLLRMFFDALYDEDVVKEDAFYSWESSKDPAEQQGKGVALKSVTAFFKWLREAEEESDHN
S1P4 agonist: human S1P4 receptor agonism. S1P4-expressing cell line, agonist reporter assay. AID 1509. activation, % at 4.98 µM. 220,000 compounds, 0.35% hits. O95977; in the data active = activation above about 11%;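 note: 0% = DMSO vehicle and 100% = reference agonist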
PGE2 EP2 inh: blocks the human prostaglandin E2 receptor EP2 | C6 glioma cells expressing human EP2, cAMP TR-FRET; cells stimulated with saturating PGE2 | inhibition, % at 25 µM | 260,000 compounds, 0.52% hits | AID 1422;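 active = percent inhibition above 40 after rounding to a whole number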;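 note: rat C6 glioma host cells with rolipram phosphodiesterase inhibitor present; the protocol text gives 20 µM as final concentration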
EP2 modulator: EP2 receptor (human) modulation | AID 940 | EP2-expressing cells, cAMP HTRF FRET, PGE2 co-stimulation | P43116 | 260,000 compounds, 0.83% hits | induction, % at 25 µM;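 active = compounds whose cAMP rise, as percent of the full-agonist control response, exceeds 60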;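 note: rat C6 glioma line stably carrying human EP2 under a CMV promoter; the protocol text gives 20 µM as final concentration; 100% = response of wells given 1 µM PGE2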
NPY2 pot ag: potentiates or activates human NPY-Y2 receptor; cells expressing NPY-Y2, potentiator/agonist read-out; activation, % at 3.6 µM; 220,000 compounds, 0.45% hits; AID 1359; in the data active = activation above about 27%;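 note: cells stimulated with NPY near EC25 plus isoproterenol at EC100; 0% = vehicle plus submaximal agonist and 100% = vehicle plus saturating agonist; some results beyond the cut were filed as inactive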
NPY-Y1 antag: antagonists of human neuropeptide Y receptor Y1 | P25929 | HEK293-CNG Y1 cells, membrane potential fluorescence; NPY at EC95, then isoproterenol | inhibition, % at 3.6 µM | 200,000 compounds, 1% hits | AID 1040;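 active = inhibition above the campaign mean inhibition of all tested compounds plus 3 SD, cut at about 20% in these data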;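 note: 0% = DMSO wells given NPY plus isoproterenol and 100% = isoproterenol alone without NPY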
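Material: HEK293 cells with Y1 receptor plus CNG channel; times: compound incubation 1 h at room temperature, readout 45 min post-stimulation; signal: fluorescence, membrane potential probe; read-out basis: fluorescence ratio normalized to % inhibition between controls; benchmarks: full-block control isoproterenol-only wells, zero-block control NPY plus isoproterenol wells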
S1P4 antagonist: blocks the human S1P4 receptor. 220,000 compounds, 0.26% hits. inhibition, % at 4.98 µM. O95977. AID 1510. S1P4-expressing cells, antagonist mode, reporter read-out; in the data active = inhibition above about 29%;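 note: 0% = wells stimulated with agonist and 100% = vehicle wells without agonist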
NPY1 pot ag: human NPY-Y1 potentiation or agonism, primary screen; activation, % at 3.6 µM; AID 1304; NPY-Y1 expressing cells, potentiator/agonist activation; 220,000 compounds, 0.37% hits; P25929; in the data active = activation above about 33%, passing the limit was not always enough;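 note: cells stimulated with NPY at EC10 then isoproterenol at EC100; 0% = low agonist plus stimulus and 100% = saturating agonist plus stimulus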
Active calls of the source: *; . = not tested or not shown; & = joins results of further samples; [ ] = remark or other dose. Not all compounds are listed; count on the stated rates, not on these rows.

Values run as follows: p97 ATPase inh | eIF4E 4G PPI | S1P4 agonist | PGE2 EP2 inh | EP2 modulator | NPY2 pot ag | NPY-Y1 antag | S1P4 antagonist | NPY1 pot ag
CC(=O)c1ccc(NC(=O)NCc2ccc(F)cc2)cc1
  1 | 3 | 1.9 | 3 | -20 | 24 | -7 | -11 | 30
C[C@]1(C(=O)NCCCNc2ncc(C(F)(F)F)cc2Cl)C=C[C@@H](Cc2ccccc2)N1C(=O)c1ccccc1
  2 | 5 | -0.3 | 10 | 38 | 2 | -3 | 9 | 1
N#C/C(N)=C(/C#N)N=Cc1cccc(Cl)c1
  1 | 6 | -0.6 | 12 | -44 | -13 | . | 17 | -4
Cc1ccc(-c2cc3nn(-c4ccccc4)c(N)c3c(=O)o2)cc1
  -1 | -3 | -0.2 | 21 | 66* | 9 | -8 | -29 | 5
CC(C)c1nc2sc3c(=O)[nH]c(=S)[nH]c3c2c2c1CCCC2
  10 | 1 | 1.1 | 12 | 19 | 0 | . | -8 | 12
CCOc1ccc(CN2CCN(S(=O)(=O)c3ccc(NC(C)=O)cc3)CC2)cc1OC
  0 | 1[fluorescence artefact?] | 1.0 | 3 | -15 | 1 | 7 | -6 | 1
COCC(C)n1c(SCc2ccc(OC)c(F)c2)nc2ccccc2c1=O (configuration not stated)
  -4 | -1 | 2.6 | 9 | 37 | -25 | 17 | -6 | -4
CCN(CC)CCN(Cc1cc2cc(C)ccc2[nH]c1=O)C(=O)Nc1ccccc1OC
  -4 | -13 | -1.4 | 14&7 | -7&-47 | -1 | 9 | 2 | -10
CC(c1ccco1)N(C(=O)C12CC3CC(CC(C)(C3)C1)C2)c1ccccn1 (configuration not stated)
  2 | -2 | -0.8 | 9 | 19 | 1 | 1 | -12 | 11
Cc1ccc(C(=O)c2ccccc2C(=O)OCC(=O)NCCc2ccccc2)cc1
  2 | 0 | -1.6 | 5 | -6 | -2 | 0 | -18 | 11
CN1C(=O)/C(=C/c2coc3ccc(O)cc3c2=O)SC1=S
  2 | 0 | 0.1 | 11 | -23 | -4 | . | 8 | 11
CCOC(=O)C1(Cc2ccccc2)CCN(Cc2cnc(N3CCOCC3)s2)CC1
  -6 | 4 | -2.6 | 6 | -12 | -4 | 4 | 7 | -10
CCOC(=O)C1C(=O)C=C(c2ccc(C)cc2)CC1c1ccc([N+](=O)[O-])cc1 (configuration not stated)
  -1 | 12 | 0.0 | 9 | 29 | 0 | 3 | -14 | -20
CCc1ccc(NC(=O)Nc2ccncc2)cc1
  2 | 5 | 1.5 | 5 | -21 | -4 | 5 | -17 | -14
CCn1ncc(/C=C/C(=O)Nc2c(C)nn(Cc3ccc(Cl)cc3Cl)c2C)c1C
  2 | 5 | -1.3 | 10 | -18 | 11 | -9 | -7 | 7
CC(C)Oc1ccc2nnnn2n1
  4 | -3 | 1.6 | . | 2 | -4 | -3 | -11 | -1
CC1CCN(c2nc3ccccc3n2CC(=O)c2ccccc2)CC1
  -7 | 4 | 0.3 | 1 | 9 | -6 | 5 | -17 | -26
COc1ccc(-c2cc(=Nc3ccc(C)cc3)c3ccccc3o2)cc1
  -1 | 0 | -5.0 | 12 | 28 | 14 | 10 | 3 | 21
CCC(C)NC(=O)C1c2cc(OC)c(OC)cc2C(=O)N(C)C1c1ccc(OC)cc1 (configuration not stated)
  1 | 11 | 0.3 | 4 | 3 | 0 | -2 | -21 | 1
COc1cccc(OCc2cc(/C=N/Nc3ccc(C(=O)O)cc3)ccc2OC)c1
  -2 | -6 | 0.1 | 9 | 62* | -2 | . | 21 | -2
O=S1(=O)CCC(SCc2nc3sccn3c2Br)C1 (configuration not stated)
  7 | -1 | -1.1 | 5 | 20 | 0 | 14 | 22 | 2
CCN1C(=O)/C(=C/C=C2/Sc3ccccc3N2CCO)SC1=S
  6 | -4 | -1.7 | 11 | -31 | 17 | -3 | 8 | 3
COC(=O)C1=C(C)NC(=S)NC1c1ccc(-c2cc(Cl)ccc2Cl)o1 (configuration not stated)
  -2 | -8 | 1.3 | 6 | 18 | -10 | . | -4 | 4
CCc1ccc(C2C3=C(CC(C)(C)CC3=O)OC3=C2C(=O)CC(C)(C)C3)cc1
  1 | 13[fluorescence artefact?] | -0.2 | 4 | 54 | 6 | 2 | 4 | -1
O=C(Nc1ccc(SC(F)F)cc1)C12CCC(CC1)C2
  1 | -4 | -0.1 | 5 | -12 | 1 | -1 | -3 | -28
O=C(Nc1ccc2c(c1)OCO2)c1cc(C2CC2)on1
  8 | -3 | -0.3 | 14 | 6 | 5 | -2 | -112 | -14
COC(=O)C1(S(=O)(=O)C2(C(=O)OC)CCCC2)CCCC1
  -5 | -9 | 0.2 | 0 | 10 | 2 | 0 | -12 | 19
COc1ccc(/C=N/NC(=O)CNC(=O)c2ccc3c(c2)OCCO3)cc1OC
  6 | 2 | 0.5 | 11 | -29 | -2 | 1 | 1 | 3
O=C(CN1CCN(C2CCCCC2)CC1)c1ccc2cc[nH]c2c1
  6 | -3 | -0.7 | . | -13 | 7 | 0 | 2 | -5
Cc1c(NC(=O)/C(C#N)=C/c2ccc(-c3cccc(Cl)c3)o2)c(=O)n(-c2ccccc2)n1C
  8 | 9[fluorescence artefact?] | 0.4 | 7 | -64 | 2 | 26* | -6 | 13

The last 2 compounds of the part before are carried over, then new ones follow.
Values run as follows: p97 ATPase inh | eIF4E 4G PPI | S1P4 agonist | PGE2 EP2 inh | EP2 modulator | NPY2 pot ag | NPY-Y1 antag | S1P4 antagonist | NPY1 pot ag
O=C(CN1CCN(C2CCCCC2)CC1)c1ccc2cc[nH]c2c1
  6 | -3 | -0.7 | . | -13 | 7 | 0 | 2 | -5
Cc1c(NC(=O)/C(C#N)=C/c2ccc(-c3cccc(Cl)c3)o2)c(=O)n(-c2ccccc2)n1C
  8 | 9[fluorescence artefact?] | 0.4 | 7 | -64 | 2 | 26* | -6 | 13
CCOC(=O)c1cc(CO)cc(C(=O)OCC)c1
  3 | 1 | 0.5 | 15 | 16 | -16 | . | 4 | 4
COc1ccc(CCNC(=O)CN(C)S(=O)(=O)c2ccc3c(c2)CCC(=O)N3)cc1OC
  1 | 2 | -2.6 | 10 | -9 | 1 | 3 | -3 | 18
COc1cc(C2C(C(C)=O)=C(O)C(=O)N2CCc2c[nH]c3ccccc23)ccc1O (configuration not stated)
  9 | 1 | -0.1 | 6 | 49 | 18 | 2 | 7 | -1
CCOC(=O)C1CCCN(c2c(N3CCN(c4cccc(Cl)c4)CC3)c(=O)c2=O)C1 (configuration not stated)
  11 | -2 | -0.8 | -1 | 3 | 8 | -4 | 1 | -13
CCCCNC(=O)O/N=C(\N)CS(=O)(=O)C(C)(C)C
  3 | -3 | -0.3 | 5 | 9 | -2 | . | 3 | 3
CCOC(=O)C1CCCN(C(=O)c2cccc(S(=O)(=O)N3CC(C)OC(C)C3)c2)C1 (configuration not stated)
  2 | 0 | 1.2 | 11 | 15 | 4 | . | 2 | 26
O=c1cc(-c2ccc(F)cc2)[nH][nH]1
  7 | -1 | 0.5 | 12 | 5 | 7 | -1 | -5 | 7
Cc1ccc(NC(=O)N(Cc2ccco2)C(C)c2ccco2)cc1C (configuration not stated)
  -7 | 9 | 0.1 | 8 | 18 | -16 | 6 | -9 | -20
COc1ccc(C2C(C#N)=C(C)NC(C)=C2C#N)c(OC)c1
  1 | -2 | 0.6 | 6 | 16 | -5 | 2 | 4 | 0
O=C(NCc1ccco1)Nc1ccccc1Cl
  1 | 2 | 0.8 | 8 | -1 | -2 | 6 | -10 | -15
CCC(=O)N1CCc2cc(S(=O)(=O)NCCCN3CCN(Cc4ccccc4)CC3)ccc21
  3 | 5[fluorescence artefact?] | -1.6 | . | -1 | -6 | 3 | -4 | -7
O=C(Nc1ccccc1-c1ccccc1)C1CCCCC1
  -1 | 1[fluorescence artefact?] | 12* | 8 | 26 | -13 | 4 | 4 | -9
O=C(Nc1ccc2oc(=O)ccc2c1)c1ccc(-c2cccc([N+](=O)[O-])c2)o1
  -2 | 13 | 3.5 | -1 | -20 | -34 | . | -7 | -19
COc1ccc(CCNC(=O)CSc2nccc(=O)[nH]2)cc1OC
  1 | -2 | 2.6 | 16 | 14 | 2 | 4 | 15 | 7
CN1CCN(C(=O)C2=C[C@@H](c3coc4ccccc4c3=O)C[C@@H](OCCCCO)O2)CC1
  3 | -1 | -1.8 | 5 | 29 | -2 | -7 | 9 | 5
CCOC(=O)c1cccc(NC(=O)C2(S(=O)(=O)c3ccc(C)cc3)CC2)c1
  -2 | 6 | 0.7 | 5 | 22 | 0 | -3 | -17 | 5
CCOC(=O)c1cc(-c2csc(COc3ccccc3)n2)on1
  -6 | 4 | 0.7 | 15 | -68 | 0 | . | 6 | -3
O=C(CSCC(=O)NCc1ccco1)NCc1ccco1
  7 | -1 | -0.2 | 7&19 | 13&-20 | 5 | 3 | 7 | 7
COc1cc2nc(CSc3ncn[nH]3)[nH]c(=O)c2cc1OC
  5 | -1 | -0.2 | 5 | 21 | -13 | 2 | -6 | 6
O=C(NC1CCN(Cc2ccccc2)CC1)c1ccc(S(=O)(=O)NCc2ccco2)cc1
  5 | 2 | -0.9 | 6 | -41 | 2 | -5 | -30 | -2
O=C(NCCO)c1nc(NCCO)c2ccccc2n1
  -1 | -6 | -0.5 | 6 | 17 | 1 | 0 | -18 | -14
COc1ccc(OC)c(NC(=O)Cn2cc(C#N)c3cc(Br)ccc32)c1
  -2 | -19 | -2.2 | 7 | -27 | 10 | -1 | -32 | -9
COC(=O)c1ccccc1NC(=S)NC(=O)COc1ccccc1
  8 | 0 | 0.1 | 10 | 20 | -11 | 10 | -17 | -23
CC(C)(C)c1cc(C(=O)NNc2ccc(OC(F)(F)F)cc2)n(Cc2ccccc2)n1
  6 | 5 | -0.7 | 18 | 10 | -4 | . | -7 | 9
COc1ccc(NCc2ccccc2[N+](=O)[O-])cc1OC
  6 | 3 | -0.8 | 14 | 13 | 9 | 0 | -13 | 0
O=C(NC1CCS(=O)(=O)C1)OC1CCCCC1 (configuration not stated)
  -1 | 4 | 1.6 | 4 | 13 | 11 | -2 | -22 | 3
O=C(c1ccc(CN2CCOCC2)cc1)N1CCN(c2ccccc2)CC1
  7 | -4 | 2.2 | 10 | 13 | 6 | -2 | -1 | 16
O=C(COC(=O)C1CCN(S(=O)(=O)c2cccs2)CC1)NCc1ccc(F)cc1
  8 | -3 | -0.2 | 6 | -6 | 8 | . | 2 | 18
Cn1nc(-c2ccccc2)c(CO)c1Oc1cccc(C(F)(F)F)c1
  0 | -2 | 2.5 | 3 | -47 | 0 | -1 | -22 | 6
Cn1cc(-c2ccc(Cl)cc2)cc(C#N)c1=O
  1 | -1 | 0.1 | 5 | 23 | -2 | -1 | -12 | -2
CC(C)(C)c1ccc(C(=O)CSc2nc3ccccc3c(=O)[nH]2)cc1
  1 | -19 | 1.6 | 4 | 27 | 5 | -3 | -16 | -4
COc1cc(Br)cc(CN2CCN(C/C=C/c3ccccc3)CC2)c1O
  -1 | 6 | -0.2 | 8 | 4 | -21 | 8 | -10 | -25
COc1ccc(C2c3c(oc4ccc(Cl)cc4c3=O)C(=O)N2Cc2ccco2)cc1OC (configuration not stated)
  6 | 3 | 0.0 | 21 | -15 | 6 | -2 | -10 | 20
